# From PubChem
# Xi reactivation – activators of inactive X chromosome reactivation, primary screen, imaging, XiGFP fibroblasts, GFP high-content imaging, set 2; XiGFP mouse fibroblasts, % GFP-positive cells imaging, 3 d; cells co-treated with 5-aza-dC sensitizer; scaled so ellipticine positive control = 100%; activation, % at 7.58 µM; actives 0.055% (n = 360,000); AID 743238, 2013;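 active = mean normalized replicate activation at least 10% and every replicate at or above 10%; inconclusive = only one of the two criteria met; inactive = mean below 10% and not all replicates reach 10%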;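 also: 0% = median of on-plate neutral control wells and 100% = ellipticine 6 µM median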
#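 System: XiGFP fibroblasts, SV40-immortalized. Medium: DMEM plus 5-aza-dC sensitizer. Doses: single point. Timing: 3 d treatment, 15 min room-temperature fixation. Control set: ellipticine 6 µM.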
# DENV2 CPE – inhibitors of DENV2 cytopathic effect, primary screen, cell-based, plate reader, single concentration; CPE inhibition, % at 9.99 µM; DENV2-infected cells, cytopathic effect rescue; actives 1.7% (n = 350,000); in the data active = CPE inhibition above about 20%, passing the limit was not always enough; inconclusive = no clear call, values can overlap the other calls; tested in BHK-21 cells;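 also: 0% = median of neutral control wells and 100% = median of positive control wells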
# F508del corr – F508del CFTR correction, initial screen, CFBE line, single point | CFBE cells, YFP halide quenching; stimulated with forskolin plus potentiator P3; % fluorescence drop versus neutral controls | activity (quench increase), % at 7.58 µM | actives 0.36% (n = 350,000) | AID 720511, 2013;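 active = mean added fluorescence quench of at least 8% versus neutral control, with both replicates also reaching 8%; inconclusive = only one of the mean or replicate conditions met; inactive = mean below 8% and not both replicates reaching 8%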;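 also: cells transiently co-express mutant CFTR-F508del with the halide-sensitive YFP; corrector assay measuring rescue of mutant channel to the surface after 24 h compound exposure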
# ERp5 block – inhibitors of ERp5-driven insulin aggregation, primary screen, biochemical, turbidity, absorbance 650 nm, single point | Protein disulfide-isomerase A6 (Homo sapiens), Q15084 | 90 min | inhibition, % at 9.99 µM | actives 0.05% (n = 350,000);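 active = mean replicate inhibition above about 25%, with every replicate also reaching it, limit read from the data, passing the limit was not always enough; inconclusive = only one of those two criteria met; inactive = neither criterion met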
# Target sequence (Q15084 whole entry, looked up): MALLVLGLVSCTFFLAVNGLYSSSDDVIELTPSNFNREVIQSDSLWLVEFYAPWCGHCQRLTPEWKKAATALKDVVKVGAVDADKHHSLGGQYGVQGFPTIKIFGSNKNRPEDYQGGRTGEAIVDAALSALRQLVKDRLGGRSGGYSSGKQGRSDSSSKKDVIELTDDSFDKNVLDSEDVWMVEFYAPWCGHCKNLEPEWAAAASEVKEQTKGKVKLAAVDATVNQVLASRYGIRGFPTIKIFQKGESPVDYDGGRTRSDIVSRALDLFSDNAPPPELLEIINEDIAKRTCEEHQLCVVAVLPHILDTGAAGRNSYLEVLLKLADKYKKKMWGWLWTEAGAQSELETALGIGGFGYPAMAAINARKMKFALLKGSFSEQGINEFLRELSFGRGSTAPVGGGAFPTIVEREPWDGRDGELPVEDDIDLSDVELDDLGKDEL
# GSIS activator – GLuc luminescence reporter in INS-1E cells, primary screen for activators of glucose-dependent secretion of insulin. INS-1E GLuc reporter insulin secretion, 2-3 h. activation, % at 16.6 µM. actives 0.61% (n = 370,000);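 active = lowest replicate activation of at least 40%, so every replicate reaches that level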;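 also: 0% = median of neutral control wells and 100% = median of IBMX positive control wells; some compounds called inactive have numbers as strong as hits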
# EWS-Fli block – EWS/Fli-driven NR0B1 reporter inhibitors, primary screen, A673 cells, NR0B1 luciferase, luminescence, MLPCN library; viability-normalised; inhibition, % at 12.6 µM; actives 0.67% (n = 350,000);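 active = mean inhibition of at least 50% after viability correction, with every replicate also passing that limit; inconclusive = mean reaches 50% but only one of two replicates passes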;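 also: firefly luciferase signal divided by Alamar Blue viability fluorescence both relative to DMSO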
# ARNT TACC3 PPI – disruptors of ARNT/TACC3 protein interaction, primary screen, biochemical, AlphaScreen, single concentration; Transforming acidic coiled-coil-containing protein 3 (Homo sapiens), Q9Y6A5; AlphaScreen His-ARNT PAS-B/GST-TACC3 binding, luminescence; TACC3 fragment carries E629A point mutation; inhibition, % at 9.99 µM; actives 0.66% (n = 390,000); AID 623870, 2012;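 active = mean inhibition of replicates at least 50% and at least half of replicates each reaching 50%; inconclusive = half or more replicates reach 50% but mean below 50%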;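 also: 0% = complete ARNT plus TACC3 wells and 100% = ARNT alone without TACC3; many hits fall short of the cut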
# PAX8 inh HTS – inhibitors of PAX8-driven TPO luciferase reporter, primary screen, RMG-I cells, single concentration; AID 652154, 2013; SteadyGlo, 24 h; actives 1.2% (n = 360,000); inhibition, % at 12.6 µM;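 active = mean replicate inhibition at least 60% with every replicate also reaching 60%; inconclusive = only one of the two criteria is met; inactive = mean below 60% and not all replicates reaching 60%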;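 also: luciferase light reporting Pax8 driven TPO promoter activity; plate controls were median of neutral control wells for no effect and mitoxantrone controls for full effect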
# Active calls of the source: *; ? = inconclusive; . = not tested or not shown.
SMILES,Xi reactivation,DENV2 CPE,F508del corr,ERp5 block,GSIS activator,EWS-Fli block,ARNT TACC3 PPI,PAX8 inh HTS
COc1cc(NC(=O)CSc2cc(C)c3cc(C)cc(C)c3n2)c(C(=O)O)cc1OC,-0.1,-3,-2.0,0,4,13,-4,18
CN1c2ccc(-c3ccc(F)cc3)cc2[C@H]2[C@H](CCN2C(=O)C2CCOCC2)[C@H]1CO,0.1,4,2.8,-3,-4,-6,4,6
O=c1[nH]ncc(N/N=C\c2cccnc2)c1Cl,0.0,6,-0.2,2,3,-3,-3,-6
COC(=O)C[C@@H]1CC[C@H]2[C@@H](COC[C@@H](O)CN2S(=O)(=O)c2ccc(F)cc2)O1,0.3,.,-3.3,-1,10,-7,-12,3
COc1ccc(NC(=O)N2C[C@H](O)COC[C@H]3O[C@@H](CC(=O)NCc4ccccc4OC)CC[C@@H]32)cc1,0.2,-6,-0.3,-3,4,-9,8,2
COc1ccc(NC(=O)Nc2ccc3c(c2)C(=O)N([C@@H](C)CO)C[C@H](C)[C@@H](CN(C)C(=O)Nc2ccc4c(c2)OCO4)O3)cc1,4.0,0,0.7,.,-6,-14,5,-23
C/C(=N\OCC(=O)OC(C)C(=O)Nc1ccc(C)c(S(=O)(=O)N2CCOCC2)c1)c1ccc2c(c1)OCO2 (stereo not drawn),0.0,-4,0.1,0,-7,4,2,-1
CC(=O)c1ccc(N=C2SCCCN2C(=O)C2CCCC2)cc1,0.0,-3,-1.3,-12,.,-9,-2,-35
O=C(Nc1cccc2c1CCCC2)c1cc(C2CCCCN2C(=O)c2cccs2)on1 (stereo not drawn),0.0,-12,1.5,3,.,6,.,13
O=C(NCC[C@@H]1C[C@@H]2C=C[C@H]1C2)c1cc(COc2ccc(F)cc2F)on1,0.0,6,2.6,-7,-21,.,-3,-7
COc1ccc(OC)c(Nc2nc(N)c([N+](=O)[O-])c(N3CCOCC3)n2)c1,0.0,-4,-2.4,9,9,8,2,13
CCC(=O)N1CCCCN2[C@H](CO)[C@@H](c3ccc(/C=C/c4ccccc4)cc3)[C@@H]2C1,0.0,-2,-1.8,-2,3,7,9,7
Cc1cccc(C)c1N=Nc1c(C)cc(O)cc1C,0.0,?,-1.0,5,571*,16,21,-55
O=C(OCCC1Oc2cccnc2NC1=O)c1ccc(F)cc1 (stereo not drawn),0.0,8,1.0,4,-6,7,-5,-11
CN(C)c1cccc2c1c(NC(=O)c1ccc(F)cc1)nn2C,0.1,-1,-1.0,-5,3,-20,40,28
CCOC(=O)/C(=C/C=C1\Sc2cc(OCC)c(OCC)cc2N1CC)C(C)=O,5.8,1,0.4,3,2,-19,51*,12
CN1C(=O)c2cc(NC(=O)c3ccc(F)c(F)c3)ccc2OC[C@H]2O[C@H](CC(=O)N3CCOCC3)CC[C@H]21,0.2,0,-1.8,-1,1,1,-2,0
CN(C)CCCNC(=O)C[C@@H]1C=C[C@@H](NS(=O)(=O)c2ccc(F)cc2)[C@@H](CO)O1,-0.6,-2,0.6,-2,3,-1,3,-6
Cc1ccc2nc(SCC(=O)NCc3ccc(F)cc3)nc(=O)n2c1,0.0,3,-1.6,4,22,3,2,2
Cc1c(CCC(=O)N[C@@H](C)C(=O)O)c(=O)oc2c(C)c3oc4c(c3cc12)CCCC4,0.2,0,-0.3,1,-5,15,2,-7

# Some of these compounds in order of their number in DENV2 CPE, ascending:
SMILES	DENV2 CPE	F508del corr	ERp5 block	GSIS activator	ARNT TACC3 PPI
Cc1c(CCC(=O)N[C@@H](C)C(=O)O)c(=O)oc2c(C)c3oc4c(c3cc12)CCCC4	0	-0.3	1	-5	2
Cc1ccc2nc(SCC(=O)NCc3ccc(F)cc3)nc(=O)n2c1	3	-1.6	4	22	2
O=C(OCCC1Oc2cccnc2NC1=O)c1ccc(F)cc1 (stereo not drawn)	8	1.0	4	-6	-5

# Following part:
SMILES,Xi reactivation,DENV2 CPE,F508del corr,ERp5 block,GSIS activator,EWS-Fli block,ARNT TACC3 PPI,PAX8 inh HTS
O=c1c2ccccc2sc2ccccc12,0.2,-2,2.0,7,-1,-45,-9,-4
C[C@H]1CN([C@@H](C)CO)C(=O)c2cc(NC(=O)Cn3cnnn3)ccc2O[C@@H]1CN(C)Cc1ccc(Oc2ccccc2)cc1,0.1,-3,1.2,-2,-2,-8,11,14
COc1ccc2c(=O)cc(-c3cccnc3)oc2c1OC,0.0,15,0.8,-2,43,-6,-28,-19
C[C@H]1CN([C@@H](C)CO)C(=O)CCCn2nncc2CO[C@H]1CN(C)Cc1cccc(C(F)(F)F)c1,0.6,0,2.9,-5,-7,9,-1,.
CCC1(CC)NC(=O)N(CC(=O)OCC(=O)Nc2ccc(OC(F)(F)F)cc2)C1=O,0.0,-3,-0.4,-2,0,-7,3,-7
COc1ccccc1-n1c(SCC(=O)Nc2cc(C)on2)nc2c([nH]c3ccccc32)c1=O,0.5,-11,-2.2,-1,8,9,9,28
O=C(c1ccccc1)c1ccc(N2CCN(C(=O)c3cccc(F)c3F)CC2)c(F)c1,0.0,-1,2.5,3,.,-1,-13,.
Oc1c(Cl)cc(Cl)c2cccnc12,0.4,-8,1.1,-2,-3,54*,.,24
CO[C@@H]1CN(C)C(=O)c2ccc(NC(=O)c3ccno3)cc2OC[C@H](C)N(C(=O)C2CCC2)C[C@@H]1C,.,1,2.5,.,.,-2,.,-11
Cc1ccc2nc(SC(C(=O)Nc3ccc(F)cc3)c3ccccc3)[nH]c2c1 (stereo not drawn),0.2,.,.,.,-4,.,-6,0
C[C@@H]1CN([C@@H](C)CO)C(=O)c2cc(C#CC3CCCCC3)cnc2O[C@H]1CN(C)S(=O)(=O)c1cccc(F)c1,.,1,-1.3,1,.,-15,5,2
COc1ccccc1CNC(=O)C[C@H]1CC[C@H]2[C@@H](COC[C@@H](O)CN2C(=O)Nc2ccc(C(F)(F)F)cc2)O1,-0.2,6,2.5,-2,-28,-3,-1,39
COc1cc(CC(=O)OCC(=O)NC2CC2)cc(OC)c1OC,0.0,2,-1.7,1,15,1,-6,8
CC(C)NC(=O)N(C)C[C@H]1Oc2ccc(NS(=O)(=O)c3ccccc3)cc2CC(=O)N([C@@H](C)CO)C[C@@H]1C,0.5,.,-1.7,.,13,-9,.,-2
O=C(/C(=N\Nc1ccc(Br)cc1)Sc1nnnn1-c1ccccc1)c1ccccc1,0.1,.,.,.,-3,.,-2,-2
C[C@H]1CN([C@@H](C)CO)C(=O)c2cccc(NC(=O)Nc3cccc4ccccc34)c2O[C@H]1CN(C)Cc1ccc(C(=O)O)cc1,0.0,-2,0.3,-1,8,.,8,19
O=c1[nH][nH]c2c1C(c1cccc(C(F)(F)F)c1)OC(CCc1ccccc1)C2 (stereo not drawn),-0.1,-9,1.1,-2,11,3,.,3
COc1cc(/C=N/Nc2cc(C)nc(NS(=O)(=O)c3ccccc3)n2)ccc1O,-0.1,7,0.8,-2,26,28,7,22
COc1cccc(CCNC(=O)C2CCCN(c3ncnc4c3nc3n4CCCCC3)C2)c1OC (stereo not drawn),0.1,-5,0.2,4,-5,8,-4,19
CCOc1ccc(S(=O)(=O)N2CCN(C(=O)CCC(=O)N3CCOCC3)CC2)cc1,0.0,?,-2.0,9,-14,5,6,-2
Cc1noc(C)c1NC(=O)Nc1ccc2c(c1)C(=O)N([C@@H](C)CO)C[C@@H](C)[C@@H](CN(C)Cc1ccncc1)OCCCC[C@H](C)O2,0.0,-4,-2.5,2,20,-10,4,-19
CC(C)(C)CC(=O)NC(=S)NCc1ccccc1,-0.6,3,0.7,2,-4,-39,-7,-7
O=C(Nc1cc(F)ccc1F)N1C[C@H]2[C@@H](c3ccccc31)[C@@H](CO)N2Cc1cccnc1,0.2,14,-0.1,1,3,-5,1,-1
NS(=O)(=O)c1ccc(NC(=O)CCCC(=O)O)cc1,0.0,4,-2.0,-1,17,-18,-6,-6
CCc1noc(C)c1C(=O)N1CCCC(C(=O)c2ccc(OC)c(F)c2)C1 (stereo not drawn),0.0,-2,1.5,4,1,3,-7,0
Cn1c(CCN2CCOCC2)nc2cc(NC(=O)COc3ccc([N+](=O)[O-])cc3)ccc21,0.0,-3,-1.4,-2,2,.,4,17
C[C@@H]1CN([C@H](C)CO)C(=O)c2cccc(NC(=O)Nc3ccccc3)c2O[C@H]1CN(C)C(=O)Nc1ccc2c(c1)OCO2,-0.1,7,2.2,-4,-2,-76,9,-29
COC(=O)c1cc([N+](=O)[O-])ccc1N1CCN(Cc2ccccc2)CC1,-0.1,.,.,.,-6,.,8,19
O=C(CSc1nc2cc(Cl)ccc2s1)c1ccco1,.,-3,2.9,16,0,-33,-2,.
O=C(Nc1cccc(Cl)c1)OCCN1CCN(Cc2ccccc2)CCC1=O,0.2,?,-0.4,-1,.,-18,-1,8

# An excerpt of these results, as labelled records:
> Cc1noc(C)c1NC(=O)Nc1ccc2c(c1)C(=O)N([C@@H](C)CO)C[C@@H](C)[C@@H](CN(C)Cc1ccncc1)OCCCC[C@H](C)O2
  Xi reactivation: 0.0
  DENV2 CPE: -4
  F508del corr: -2.5
  ERp5 block: 2
  GSIS activator: 20
  EWS-Fli block: -10
  ARNT TACC3 PPI: 4
  PAX8 inh HTS: -19

> CC(C)(C)CC(=O)NC(=S)NCc1ccccc1
  Xi reactivation: -0.6
  DENV2 CPE: 3
  F508del corr: 0.7
  ERp5 block: 2
  GSIS activator: -4
  EWS-Fli block: -39
  ARNT TACC3 PPI: -7
  PAX8 inh HTS: -7

> O=C(Nc1cc(F)ccc1F)N1C[C@H]2[C@@H](c3ccccc31)[C@@H](CO)N2Cc1cccnc1
  Xi reactivation: 0.2
  DENV2 CPE: 14
  F508del corr: -0.1
  ERp5 block: 1
  GSIS activator: 3
  EWS-Fli block: -5
  ARNT TACC3 PPI: 1
  PAX8 inh HTS: -1

> NS(=O)(=O)c1ccc(NC(=O)CCCC(=O)O)cc1
  Xi reactivation: 0.0
  DENV2 CPE: 4
  F508del corr: -2.0
  ERp5 block: -1
  GSIS activator: 17
  EWS-Fli block: -18
  ARNT TACC3 PPI: -6
  PAX8 inh HTS: -6

# The listing continues.
SMILES,Xi reactivation,DENV2 CPE,F508del corr,ERp5 block,GSIS activator,EWS-Fli block,ARNT TACC3 PPI,PAX8 inh HTS
CNc1nc(N)c(C(=O)Nc2cc(C)on2)s1,0.2,-8,-4.0,-3,-10,-29,16,-58
COC(=O)c1ccc(CNC(=O)C2CCC(=O)N(CCCc3ccccc3)C2)cc1 (stereo not drawn),0.0,-8,-4.0,2,-1,.,7,3
COc1cccc(-c2ccc([C@@H]3[C@@H](CO)N4C(=O)CN(C(=O)NC(C)C)C[C@H]34)cc2)c1,0.2,0,-2.3,1,5,0,.,-15
COc1cc2ccc(C=O)cc2cc1OC,0.6,-6,0.6,-7,.,-9,.,-27
